Screening results (PubChem BioAssay)
Casp6 inh = human caspase-6 inhibitors, primary screen, biochemical, VEID-R110 fluorescence, single point, set 2; 350,000 compounds, 0.53% hits; inhibition, % at 12.5 µM; P55212; AID 686996, 2013; purified caspase-6, Z-VEID-R110 cleavage fluorescence;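 active = mean inhibition across replicates at least about 35%, with every replicate also reaching that limit, limit read from the data; inconclusive = only one of the two criteria met; inactive = neither criterion met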;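 also: 0% = median of neutral control wells and 100% = no fluorescence left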
Target sequence (P55212 24-179 limits assumed): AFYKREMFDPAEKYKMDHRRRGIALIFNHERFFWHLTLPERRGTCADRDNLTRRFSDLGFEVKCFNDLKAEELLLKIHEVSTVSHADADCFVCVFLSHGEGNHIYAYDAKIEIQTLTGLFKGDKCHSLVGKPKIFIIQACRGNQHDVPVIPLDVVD
Target sequence (P55212 194-293 limits assumed): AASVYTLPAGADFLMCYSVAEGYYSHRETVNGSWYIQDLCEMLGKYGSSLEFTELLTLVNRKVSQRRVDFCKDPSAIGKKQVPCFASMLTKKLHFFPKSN
miR122 inh = miR-122 Renilla sensor signal increase in Huh7, primary screen, miR-122 inhibitor project, cell-based, single point, plate reader | activation (reporter increase), % at 12.5 µM | 340,000 compounds, 0.3% hits | AID 602342, 2012 | Huh7 miR-122 Renilla luciferase sensor, 48 h; neutral wells = 0, positive control = 100;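 active = mean replicate activation score at least 90 and every replicate individually at or above 90; inconclusive = only one of the two criteria met; inactive = neither criterion met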;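 also: higher luciferase means less miR-122 activity so hits act as miR-122 inhibitors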
ERp5 block = inhibitors of ERp5-driven insulin aggregation, primary screen, biochemical, turbidity, absorbance 650 nm, single point | 90 min | inhibition, % at 9.99 µM | 350,000 compounds, 0.05% hits;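 active = mean replicate inhibition above about 25%, with every replicate also reaching it, limit read from the data, passing the limit was not always enough; inconclusive = only one of those two criteria met; inactive = neither criterion met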
Target sequence (Q15084 whole entry, looked up): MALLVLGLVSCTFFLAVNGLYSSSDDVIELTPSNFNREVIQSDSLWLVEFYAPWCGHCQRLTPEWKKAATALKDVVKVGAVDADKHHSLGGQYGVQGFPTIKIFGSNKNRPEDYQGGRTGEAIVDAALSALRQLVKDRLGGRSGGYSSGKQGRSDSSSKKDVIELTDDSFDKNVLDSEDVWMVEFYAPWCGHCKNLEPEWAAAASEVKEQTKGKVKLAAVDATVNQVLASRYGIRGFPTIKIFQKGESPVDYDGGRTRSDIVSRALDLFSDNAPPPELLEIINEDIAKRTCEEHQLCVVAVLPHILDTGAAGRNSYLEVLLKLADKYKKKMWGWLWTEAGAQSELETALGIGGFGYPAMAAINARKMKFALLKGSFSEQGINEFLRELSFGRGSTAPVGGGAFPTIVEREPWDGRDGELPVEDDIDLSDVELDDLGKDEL
DENV2 CPE = inhibitors of DENV2 cytopathic effect, primary screen, cell-based, plate reader, single concentration | DENV2-infected cells, cytopathic effect rescue | CPE inhibition, % at 9.99 µM | 350,000 compounds, 1.7% hits | AID 651640, 2012; in the data active = CPE inhibition above about 20%, passing the limit was not always enough; inconclusive = no clear call, values can overlap the other calls; tested in BHK-21 cells;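 also: 0% = median of neutral control wells and 100% = median of positive control wells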
SIRT5 inh = SIRT5 desuccinylase inhibitors, primary screen, biochemical, fluorescence imaging, single point, set 5; 330,000 compounds, 1.1% hits; inhibition, % at 15 µM; Purified SirT5, succinyl-peptide AMC, trypsin-coupled fluorescence; NAD-dependent protein deacylase sirtuin-5, mitochondrial (Homo sapiens), Q9NXA8; in the data active = inhibition above about 15%; inconclusive = no clear call, values can overlap the other calls
Target sequence (Q9NXA8 whole entry, looked up): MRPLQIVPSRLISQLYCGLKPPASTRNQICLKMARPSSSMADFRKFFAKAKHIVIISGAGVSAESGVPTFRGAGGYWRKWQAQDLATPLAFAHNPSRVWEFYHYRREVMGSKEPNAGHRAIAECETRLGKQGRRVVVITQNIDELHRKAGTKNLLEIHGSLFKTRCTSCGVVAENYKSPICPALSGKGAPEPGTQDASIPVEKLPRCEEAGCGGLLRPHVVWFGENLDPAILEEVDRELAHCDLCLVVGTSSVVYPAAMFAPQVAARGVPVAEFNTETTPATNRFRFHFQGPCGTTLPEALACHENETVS
F508del corr = F508del CFTR correction, initial screen, CFBE line, single point; CFBE cells, YFP halide quenching; stimulated with forskolin plus potentiator P3; % fluorescence drop versus neutral controls; activity (quench increase), % at 7.58 µM; 350,000 compounds, 0.36% hits; AID 720511, 2013;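 active = mean added fluorescence quench of at least 8% versus neutral control, with both replicates also reaching 8%; inconclusive = only one of the mean or replicate conditions met; inactive = mean below 8% and not both replicates reaching 8%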;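 also: cells transiently co-express mutant CFTR-F508del with the halide-sensitive YFP; corrector assay measuring rescue of mutant channel to the surface after 24 h compound exposure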
ERAP1 HTS inh = human ERAP1 aminopeptidase inhibitors, primary screen, biochemical, single point, plate reader; Endoplasmic reticulum aminopeptidase 1 (Homo sapiens), Q9NZ08; recombinant ERAP1, Leu-AMC fluorescence, 60 min; inhibition, % at 10.7 µM; 340,000 compounds, 0.15% hits; AID 652197, 2013;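 active = mean replicate inhibition of at least 30%, or all replicates individually reaching that 30% level; inactive = mean below 30% and not every replicate reaching it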;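 also: 0% = neutral control wells and 100% = L-leucinethiol positive control wells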
Numbers without * were called inactive; u = inconclusive; x = no result given; & = joins results of further samples; [ ] = another dose, or the depositor's remark. Compounds were not picked by outcome; any-hit rate near 4%.

nr	Casp6 inh	miR122 inh	ERp5 block	DENV2 CPE	SIRT5 inh	F508del corr	ERAP1 HTS inh	molecule
1	x	-37	2	6	-3	-0.7	2	O=C1NC(=O)/C(=C\c2ccccc2OCc2ccc([N+](=O)[O-])cc2)N1
2	2	x	1	-2	-1	-1.5	x	CC(C)N1CN(c2ccccc2)C(=S)N(c2ccccc2)C1
3	2	-4[16.7 µM]	-1	-8	-1	-3.4	-2	CCC(=O)N1C[C@H]2[C@@H](c3ccccc31)[C@@H](CO)N2C(=O)CC1CC1
4	-3	-4	3	-7	1	2.4	1	O=C(NCc1nnc(SCC(=O)N2CCCC2)o1)c1c(F)cccc1F
5	-2	x	2	5	-1	1.1	-2	O=C1CC(C(=O)Nc2ccc(Cl)c(Cl)c2)S/C(=N\N=C\c2ccco2)N1 (configuration not stated)
6	-12	-15	1	18	-3	-0.2	2	CCCC[C@@H](CNC)NC[C@H](Cc1ccc(O)cc1)NCCc1ccc(OCC)cc1
7	2	x	4	x	-2	-2.5	-3	CCn1c(SCC(=O)Nc2nccs2)nnc1-c1ccco1
8	-4	-9	2	-6	-2	0.5	-2	Cc1ccc([N+](=O)[O-])cc1NC(=O)C(C)Sc1nnc(C)n1CC1CCCO1 (configuration not stated)
9	29	-5	-2	x	13	x	-18	C#CCOCCOCCOCCNc1nc(N2CCN(C(=O)CCCCCCCCCCNC(=O)[C@H]([C@@H](C)CC)n3cc(CCCCN=C(N)N)nn3)CC2)nc(N2CCN(C(=O)CCCCCCCCCCNC(=O)[C@@H]([C@H](C)O)n3cc(C)nn3)CC2)n1
10	1	x	0	2	-3	2.0	-2	O=C(c1ccc2c(=O)n(Cc3ccccc3Cl)c(=S)[nH]c2c1)N1CCCC1
11	1	5	-6	3	x	-2.2	2	CC(=O)Nc1cc2c(cc1Cl)Cc1cc(Cl)ccc1-2
12	1	4	5	4	-1	-1.9	1	Cn1ncc2c(Nc3ccc([N+](=O)[O-])cc3)nc(Cl)nc21
13	2	1	2	8	-3	3.8	0	C[C@H](NC(=O)c1nc[nH]c1C(=O)NCC(=O)OCc1ccccc1)C(=O)OCc1ccccc1
14	2	x	3	2	1	2.8	0	COC(=O)c1ccc(-n2c(C)cc(C(=O)CSc3cccc[n+]3[O-])c2C)cc1
15	-5	-2	1	3	1	0.5	0	COc1ccc(NS(=O)(=O)c2cn(C)cn2)cc1Cl

The list goes on (4 carried over from the part before).
nr	Casp6 inh	miR122 inh	ERp5 block	DENV2 CPE	SIRT5 inh	F508del corr	ERAP1 HTS inh	molecule
12	1	4	5	4	-1	-1.9	1	Cn1ncc2c(Nc3ccc([N+](=O)[O-])cc3)nc(Cl)nc21
13	2	1	2	8	-3	3.8	0	C[C@H](NC(=O)c1nc[nH]c1C(=O)NCC(=O)OCc1ccccc1)C(=O)OCc1ccccc1
14	2	x	3	2	1	2.8	0	COC(=O)c1ccc(-n2c(C)cc(C(=O)CSc3cccc[n+]3[O-])c2C)cc1
15	-5	-2	1	3	1	0.5	0	COc1ccc(NS(=O)(=O)c2cn(C)cn2)cc1Cl
16	-5	-5	-1	5	8	-1.1	3	CCc1nnc(NC(=O)c2ccc(N3C(=O)CCC3=O)cc2)s1
17	4	22	2	-1	1	-0.5	3	Cc1c(Br)c([N+](=O)[O-])nn1CC(=O)Nc1ccc(C(C)C)cc1
18	4	10[16.7 µM]	0	10	-4	-1.7	-2	CCCC(=O)Nc1ccc2c(c1)OC[C@@H](C)N(C(=O)CC)C[C@H](C)[C@H](OC)CN(C)C2=O
19	-3	-3	2	3	-3	-0.7	8	OCC[C@H]1C[C@@H](O)[C@H](O)[C@]2(OCCc3ccccc32)O1
20	-12	1	-2	5	0	-2.4	6	O=C(NC1CCN(Cc2ccccc2)CC1)c1cn(-c2ccccc2)nc1-c1cccnc1
21	-1	1	-1	-12	0	-0.7	2	CCCCC(CC)CNC(=O)C(Cc1ccccc1)NS(=O)(=O)c1ccc2c(c1)CCC(=O)N2 (configuration not stated)
22	-1	x	1	-2	-1	-2.2	6	O=c1c2ccc([N+](=O)[O-])cc2ncn1Cc1ccccc1C(F)(F)F
23	2	-12[16.7 µM]	-5	-2	11	-0.4	-1	O=C(Nc1ccc(F)cc1)N1CCCCN2[C@H](C1)[C@@H](c1ccc(-c3ccccc3F)cc1)[C@@H]2CO
24	0	84	-3	2	-3	-0.4	-1	C#CCN(C[C@@H]1[C@@H](OC(=O)NCc2ccco2)[C@@H](OC(=O)NCc2ccco2)CN(C(=O)OC(C)C)N1C(=O)OC(C)C)S(=O)(=O)c1ccc(C)cc1
25	-2	2	8	0	8	x	1	Clc1ccc(Cl)c(OCCCCNCc2ccccc2)c1
26	3	x	3	-2	-3	-1.2	0	COc1cccc(C(=O)N2c3cc(C)ccc3OCC2C(C)(C)C)c1 (configuration not stated)
27	1	x	-3	-2	9	3.0	1	Cc1ccc(S(=O)(=O)Nc2cccc3c2O[C@@H](CN(C)S(=O)(=O)c2ccc(Cl)cc2)[C@@H](C)CN([C@H](C)CO)C3=O)cc1
28	-1&2	x	4&2	0&7	-2	-4.8&-0.6	0&-4	O=C(C[C@@H]1CC[C@@H](NC(=O)Nc2cccc(F)c2)[C@@H](CO)O1)NCC1CCCCC1
29	2	x	3	18	-3	1.4	1	O=C(CNC(=O)c1ccc(F)cc1)NCc1ccc(S(=O)(=O)N2CCOCC2)cc1
30	1	2[16.7 µM]	2	-7	-2	3.8	-4	C[C@@H]1CN([C@H](C)CO)C(=O)c2cc(C#CC3CCCCC3)cnc2O[C@H]1CN(C)Cc1cncnc1
31	0	x	-4	2	0	-4.6	-3	O=C(CC1CC1)N[C@@H]1CC[C@H](CCNS(=O)(=O)c2ccc(F)cc2)O[C@H]1CO
32	-4	1	-4	-3	-1	1.9	-2	CCOC(=O)CC1C(=O)NCCN1C(=O)c1ccc(C)cc1 (configuration not stated)
33	x	-2[16.7 µM]	x	0	x	-1.4	x	O=C(Nc1ccc2c(c1)[C@@H]1C[C@H](CC(=O)N3CCOCC3)O[C@@H](CO)[C@@H]1O2)c1ccc2c(c1)OCO2
34	1	-5	4	3	0	3.7	2	CCC(C)NCC(=O)Nc1ccc(S(N)(=O)=O)cc1 (configuration not stated)
35	2	x	-2	-7	-5	1.6	1	CCOC(=O)N1CCN(Cc2nc(C3CC3)no2)CC1
36	6	-4	6	-4	-16	-0.6	x	COc1ccc(OC)c(/C=N/Nc2cc(C)nc(N3CCOCC3)n2)c1
37	0	-2[16.7 µM]	1	-1	4	-0.4	2	Cc1ccc(S(=O)(=O)Nc2ccc3c(c2)C(=O)N([C@H](C)CO)C[C@@H](C)[C@H](CN(C)Cc2ccc4c(c2)OCO4)O3)cc1
38	-1	x	-4	-2	1	4.4	-4	N#Cc1ccccc1COc1ccc(/C=C/C(=O)O)cc1
39	5	x	2	-1	-2	1.8	x	CN(c1ccccc1)S(=O)(=O)c1cccc(NC(=O)C2CC(=O)N(Cc3ccccc3)C2)c1 (configuration not stated)
40	-1	x	5	8	4	2.6	3	O=C(C1CCCCC1)N1CC2(C1)[C@H](c1ccccc1)[C@@H](CO)N2Cc1ccc(Cl)cc1
41	-5	-9[16.7 µM]	5	-2	4	-0.4	-2	Cc1ccc(-c2ccc([C@@H]3[C@H]4CN(C(=O)Nc5ccccc5)CCCCN4[C@H]3CO)cc2)cc1
42	-2	-3[16.7 µM]	0	-9	3	0.7	0	Cc1ccc(S(=O)(=O)N(C)C[C@H]2OCCCC[C@@H](C)Oc3ccc(NC(=O)NC4CCCCC4)cc3C(=O)N([C@@H](C)CO)C[C@@H]2C)cc1
43	-2	-1	-2	2	3	-0.1	-3	O=C(NCCCn1ccnc1)c1ccc(COc2ccccc2)o1
44	-4	x	-2	8	14	0.1	1	CO[C@@H]1CN(C)C(=O)c2cc(NC(=O)c3ccc(F)cc3)ccc2OC[C@H](C)N(C(=O)c2ccc(F)cc2)C[C@H]1C
45	-1	x	0	-5	3	0.7	10	CC(Nc1cc(C)cc(C)c1)=[N+](C)CCNS(=O)(=O)c1ccc(Cl)cc1
46	1	x	-4	9	-5	-1.5	1	CCS(=O)(=O)N(C)C[C@H]1OCc2ccccc2-c2c(n(C)c3ccccc23)C(=O)N([C@H](C)CO)C[C@H]1C
47	2	19	0	u	-2	1.3	0	CCC(=O)c1c[nH]c(C(=O)NCc2cccc(C(F)(F)F)c2)c1
48	1	-5	4	-4	-7	0.6	-1	COc1cccc(-c2nc(CS(=O)(=O)CC(=O)NCc3ccc4c(c3)OCO4)c(C)o2)c1
49	4	0	0	-3	-2	-1.3	-9	COc1cccc(CCNC(=O)CCc2nnc(-c3ccc4c(c3)OCO4)o2)c1
50	-3	0	-2	1	8	-1.5	-4	O=C(CSc1nnc(-c2ccco2)o1)c1ccc(O)cc1O
51	-4	-4	2	-4	-5	1.4	-2	CC1CC(C)CN(S(=O)(=O)c2ccc(C(=O)N3CCCC3)cc2)C1 (configuration not stated)
52	4	x	4	5	-1	-0.4	0	COc1ccc(S(=O)(=O)N[C@H]2CC[C@H](CCNC(=O)CN3CCOCC3)O[C@H]2CO)cc1
53	18	x	-3	u	1	5.5	0	O=C(COc1ccccc1)Nc1cc2c3c(c1)CC(=O)N3CCC2
54	-2	1	-3	8	x	1.2	x	CC1(C)O[C@@H]2[C@H](O1)[C@@H](COS(=O)(=O)O)O[C@H]2n1cnc2c(=O)[nH]cnc21
55	-3	-1	-10	0	7	-2.9	2	Cc1ccc(-c2nc(-c3ccncc3)no2)c(C)c1
56	-3	x	3	-5	0	0.0	3	Cc1cccc(C)c1N1CCN(c2cc(Cl)nc(N)n2)CC1
57	-1	-2[16.7 µM]	-1	-1	0	2.6	-1	O=C(Nc1ccc(C(F)(F)F)cc1)N[C@@H]1C=C[C@@H](CC(=O)N2CCCCC2)O[C@H]1CO
58	1	-7	0	1	-6	2.3	-3	O=C(CCN1C(=O)/C(=C/c2ccccc2)SC1=S)Nc1ccccn1
59	8	1	2	-7	26*	0.5	-8	Cc1[nH][nH]c(=O)c1C(c1cc([N+](=O)[O-])ccc1O)c1c(C)[nH][nH]c1=O
60	-7	x	4	1	4	x	-3	CC1(c2ccccc2)CC(C)(C)N(C(=O)c2cc([N+](=O)[O-])cc([N+](=O)[O-])c2)c2ccccc21 (configuration not stated)
61	1	10	0	6	26*	x	-1	Cc1ccc(C(C[N+](=O)[O-])c2c(C)[nH]n(-c3ccccc3)c2=O)cc1 (configuration not stated)
62	-8	15	1	-2	6	-0.8	-1	Cc1occc1C(=O)N(C)CC1CCCN(CCc2ccccc2F)C1 (configuration not stated)
63	-3	0	-1	4	-11	0.1	3	Oc1ccc(-c2cn3ccccc3n2)cc1
64	-4	1	-2	-4	0	0.4	4	O=C(COC(=O)c1cc([N+](=O)[O-])ccc1N1CCOCC1)Nc1c(Cl)cccc1C(F)(F)F
65	3	1	-2	3	2	-4.1	8	COc1ccc(N2CCN(C(=O)c3ccc4c(c3)NC(=O)C(CSCc3ccccc3F)N4)CC2)cc1 (configuration not stated)
66	1	-3[16.7 µM]	-4	10	-6	2.6	0	CCNC(=O)C[C@H]1CC[C@@H]2[C@@H](COc3ccc(NC(=O)NC(C)C)cc3C(=O)N2C)O1
67	3	x	0	3	-2	2.8	-1	Cc1ccc2nc(NC(=S)NC(=O)c3ccco3)sc2c1
68	1	-1[16.7 µM]	-4	-4	-2	1.2	3	CC(C)NC(=O)N(C)C[C@@H]1Oc2ccc(N(C)C)cc2CC(=O)N([C@H](C)CO)C[C@H]1C
69	0	x	0	2	-1	2.3	7	N#CC1(NC(=O)COC(=O)c2cc([N+](=O)[O-])ccc2N2CCOCC2)CCCCC1
70	8	x	2	7	-3	-0.8	4	CCN(C(=O)CSc1nc2ccccc2o1)c1c(N)n(Cc2ccccc2)c(=O)[nH]c1=O
